TRPML3 agonist = activates the human TRPML3 channel. actives 0.29% (n = 220,000). HEK293 TRPML3-YFP, Fluo-8 calcium fluorescence; 100% = the carbachol control signal. activation, % at 3 µM;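 active = activation above its plate's cutoff, the mean activation of the plate's test wells plus 3 SD, cut at about 12% in these data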;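 note: 0% = DMSO only wells and 100% = carbachol wells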
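Material: HEK293 cells stably carrying human TRPML3-YFP; compound dosing: single dose, 3 µM final nominal compound, 0.3% DMSO final; incubation: 1-h 37 °C dye load, 5-s basal, 120-s post-compound reads; technique: Fluo-8 intracellular calcium fluorescence, excitation 470-495 nm, emission 515-575 nm; read-out basis: percent activation from peak-to-basal fluorescence ratio, scaled between DMSO and carbachol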
EP2 mod = modulates human prostaglandin E2 receptor EP2 signaling; P43116; EP2-expressing cells, cAMP HTRF FRET, PGE2 co-stimulation; induction, % at 25 µM; actives 0.83% (n = 260,000); AID 940;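 active = compounds whose cAMP rise, as percent of the full-agonist control response, exceeds 60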;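 note: rat C6 glioma line stably carrying human EP2 under a CMV promoter; the protocol text gives 20 µM as final concentration; 100% = response of wells given 1 µM PGE2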
TRPN1 ag = activates the zebrafish TRPN1 channel; HEK293 zebrafish TRPN1-YFP, Fluo-8 calcium fluorescence; 100% = response to 87 µM carbachol; activation, % at 3 µM; actives 0.18% (n = 220,000);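 active = activation above its plate's cutoff, the mean activation of test wells on that plate plus 3 SD, cut at about 19% in these data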;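 note: 0% = DMSO alone and 100% = 87 µM carbachol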
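System: zebrafish TRPN1-YFP in HEK293 cells / Dosing: 3 µM single point / Timing: dye loading 1 h at 37 °C, then 30 min room temperature / Signal: Fluo-8 calcium fluorescence, excitation 470-495 nm, emission 515-575 nm / Read-out basis: percent activation from peak over basal fluorescence ratio, control-normalized / Control set: high carbachol 87 µM, low DMSO alone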
NPY Y1 blocker = blocks the human neuropeptide Y Y1 receptor; HEK293-CNG Y1 cells, membrane potential fluorescence; NPY at EC95, then isoproterenol; inhibition, % at 3.6 µM; actives 1% (n = 200,000);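 active = inhibition above the campaign mean inhibition of all tested compounds plus 3 SD, cut at about 20% in these data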;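 note: 0% = DMSO wells given NPY plus isoproterenol and 100% = isoproterenol alone without NPY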
Target sequence (P25929 whole entry, looked up): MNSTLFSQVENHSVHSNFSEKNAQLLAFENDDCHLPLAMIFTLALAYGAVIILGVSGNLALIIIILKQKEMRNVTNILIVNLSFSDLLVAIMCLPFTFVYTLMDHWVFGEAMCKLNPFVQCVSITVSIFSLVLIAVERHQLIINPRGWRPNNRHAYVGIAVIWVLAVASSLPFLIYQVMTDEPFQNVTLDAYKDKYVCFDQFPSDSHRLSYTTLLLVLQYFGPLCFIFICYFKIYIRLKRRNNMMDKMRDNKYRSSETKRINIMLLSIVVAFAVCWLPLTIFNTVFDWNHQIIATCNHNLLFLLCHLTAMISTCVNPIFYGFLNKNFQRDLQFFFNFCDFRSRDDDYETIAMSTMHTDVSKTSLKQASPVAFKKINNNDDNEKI
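Test system: HEK293 cells co-expressing NPY Y1 receptor and cyclic-nucleotide gated channel; Also added: NPY (25 nM), isoproterenol (1 µM), Ro 20-1724 (25 µM); Compound dosing: one concentration, 3.6 µM, in 0.4% DMSO; Timing: dye 3 h, compound 60 min room temperature, stimulation 45 min; Technique: Membrane-potential fluorescent dye readout.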
NPY1 pot ag = potentiates or activates human NPY-Y1 receptor | P25929 | NPY-Y1 expressing cells, potentiator/agonist activation | activation, % at 3.6 µM | actives 0.37% (n = 220,000) | AID 1304; in the data active = activation above about 33%, passing the limit was not always enough;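 note: cells stimulated with NPY at EC10 then isoproterenol at EC100; 0% = low agonist plus stimulus and 100% = saturating agonist plus stimulus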
NPY2 pot ag = human NPY-Y2 potentiation or agonism, primary screen | activation, % at 3.6 µM | actives 0.45% (n = 220,000) | P49146 | cells expressing NPY-Y2, potentiator/agonist read-out | AID 1359; in the data active = activation above about 27%;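 note: cells stimulated with NPY near EC25 plus isoproterenol at EC100; 0% = vehicle plus submaximal agonist and 100% = vehicle plus saturating agonist; some results beyond the cut were filed as inactive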
Target sequence (P49146 whole entry, looked up): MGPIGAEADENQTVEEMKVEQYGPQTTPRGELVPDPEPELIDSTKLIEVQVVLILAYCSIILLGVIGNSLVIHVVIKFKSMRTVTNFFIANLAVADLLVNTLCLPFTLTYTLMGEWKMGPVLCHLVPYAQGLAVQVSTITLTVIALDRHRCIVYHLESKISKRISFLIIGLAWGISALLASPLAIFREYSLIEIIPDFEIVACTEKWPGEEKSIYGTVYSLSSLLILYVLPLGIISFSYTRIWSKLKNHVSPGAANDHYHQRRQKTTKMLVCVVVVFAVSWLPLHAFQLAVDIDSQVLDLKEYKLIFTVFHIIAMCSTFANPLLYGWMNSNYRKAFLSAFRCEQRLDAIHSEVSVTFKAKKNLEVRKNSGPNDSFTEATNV
S1P4 antag = antagonists of human S1P4 receptor; O95977; S1P4-expressing cells, antagonist mode, reporter read-out; inhibition, % at 4.98 µM; actives 0.26% (n = 220,000); AID 1510; in the data active = inhibition above about 29%;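 note: 0% = wells stimulated with agonist and 100% = vehicle wells without agonist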
CHOP inhibitor = inhibitors of CHOP induction in ER stress response. actives 3.8% (n = 220,000). inhibition, % at 10 µM. CHO-K1 CHOP-promoter luciferase, tunicamycin-induced, 15-18 h;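 active = compounds that reduced the stress-induced luciferase reporter signal by more than about 70% of percent inhibition, limit read from the data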;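 note: 0% = tunicamycin plus vehicle and 100% = wells without tunicamycin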
S1P4 agonist = human S1P4 receptor agonism; S1P4-expressing cell line, agonist reporter assay; activation, % at 4.98 µM; actives 0.35% (n = 220,000); in the data active = activation above about 11%;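 note: 0% = DMSO vehicle and 100% = reference agonist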
An asterisk follows results filed as active; · = not tested or not shown; & = joins results of further samples.

nr	Structure	NPY Y1 blocker	TRPN1 ag	NPY1 pot ag	EP2 mod	TRPML3 agonist	S1P4 agonist	NPY2 pot ag	S1P4 antag	CHOP inhibitor
1	CCc1nnc(NC(=O)c2ccc(COc3ccc(C)cc3)o2)s1	-5.9	1.5	9.9	18.3&-80.4	0.7	-1.6	6.3	-216.5	40.9
2	COc1ccc(C2C(C(C)=O)=C(O)C(=O)N2CCc2ccccc2)c(OC)c1 (stereo not drawn)	0.1	0.8	-8.4	9.5&3.5	-1.0	2.4	-17.2	-1.7	-9.5
3	COc1cc(C=O)ccc1Oc1nnnn1-c1ccccc1	·	1.6	-17.5	8.2	0.1	-0.4	-19.6	17.2	4.0
4	Cc1ccc(-c2nc(N)n(S(=O)(=O)c3ccc(C)cc3)n2)cc1	7.4	-2.6	-17.3	-36.7	-0.1	0.5	-23.0	-3.8	17.8
5	Cc1ccc(Cl)cc1N(CC(=O)Nc1cccc(N(C)S(C)(=O)=O)c1)S(C)(=O)=O	-3.0	2.3	3.1	-32.1	1.1	1.9	18.6	-1.2	12.2
6	Cc1ccc(C(=O)n2c3ccccc3c3ccccc32)cc1	14.0	-1.2	-50.1	63.7*	0.2	0.3	-24.2	-17.3	0.0
7	CC(C)CNC(=O)NC(=O)CSc1nc2ccccc2n1CC(C)C	9.4	-1.1	-7.6	47.4	-0.8	2.6	-18.1	-13.4	60.3
8	O=C(Nc1cccc(O)c1)c1ccc([N+](=O)[O-])cc1Cl	-3.2	1.5	5.0	-42.5	0.7	0.4	16.4	6.6	-3.0
9	COc1cccc(OCc2nnc(SCC(=O)NCc3ccco3)n2CCc2ccccc2)c1	2.5	-0.3	21.8	19.1	-0.4	-0.8	0.8	4.7	23.1
10	COc1cccc(C(=O)CC(C(=O)O)c2ccc(F)cc2)c1 (stereo not drawn)	8.0	1.1	-4.8	41.5	0.1	1.2	-11.1	-7.4	18.2
11	COc1ccccc1NC(=S)NC(=O)/C=C/c1cccs1	6.5	-2.2	-40.8	5.4	0.2	1.5	-18.2	-4.2	3.1
12	O=C(Nc1cccc(F)c1)c1ccccc1	4.3	1.5	29.0	-28.8	0.6	-2.8	-11.5	1.4	2.1
13	CC(C)N(C(=O)C(F)(F)F)C(C(=O)NC1CCCCC1)c1ccncc1 (stereo not drawn)	-4.7	-0.5	-9.9	4.4	0.3	-0.7	-4.3	10.3	6.4
14	Cc1ccccc1NC(=S)c1nc2ccccc2[nH]1	-0.7	-2.3	-12.8	5.6	-1.5	-0.5	10.4	1.4	-267.2
15	Cc1ccc(C)c(S(=O)(=O)N/N=C/c2ccc(F)cc2)c1	-0.6	-0.7	11.4	29.4	0.3	1.1	6.0	-9.4	9.5

Exported in transposed form: entries from further up
11. COc1ccccc1NC(=S)NC(=O)/C=C/c1cccs1
12. O=C(Nc1cccc(F)c1)c1ccccc1
assay / entry | 11 | 12
NPY Y1 blocker | 6.5 | 4.3
TRPN1 ag | -2.2 | 1.5
NPY1 pot ag | -40.8 | 29.0
EP2 mod | 5.4 | -28.8
TRPML3 agonist | 0.2 | 0.6
S1P4 agonist | 1.5 | -2.8
NPY2 pot ag | -18.2 | -11.5
S1P4 antag | -4.2 | 1.4
CHOP inhibitor | 3.1 | 2.1

The list continues:
nr	Structure	NPY Y1 blocker	TRPN1 ag	NPY1 pot ag	EP2 mod	TRPML3 agonist	S1P4 agonist	NPY2 pot ag	S1P4 antag	CHOP inhibitor
16	CNC(=O)CCCc1nc(-c2ccccc2Cl)no1	2.9	0.5	-10.5	2.6	1.0	-5.3	-7.5	-1.3	14.7
17	COC(=O)c1cccc(N2C(=O)c3ccccc3S2(=O)=O)c1	-1.2	0.8	-2.3	9.8&-29.2	0.3	0.0	10.8	2.3	36.4
18	CCCCN(C)CCn1c(=S)[nH]c2cc(OCC)c(OCC)cc2c1=O	-1.1	0.3	-5.1	9.8	0.6	1.5	7.1	7.3	5.4
19	c1ccc(OCc2nn3c(C4CCCCC4)nnc3s2)cc1	27.4*	-1.4	-33.0	-1.6	-0.6	-0.6	-13.6	-13.8	14.7
20	CCOC(=O)C(NC(C)=O)(Nc1ccc(S(=O)(=O)Nc2ccncn2)cc1)C(F)(F)F (stereo not drawn)	2.1	0.1	3.0	26.0	0.1	-0.2	-5.0	-7.5	2.5
21	O=C(C1CCCCC1)N1CCCC(c2nc3c(nnn3Cc3ccccc3)c(=O)[nH]2)C1 (stereo not drawn)	12.4	0.4	-19.4	-12.9	-0.8	-1.1	-23.9	-7.7	4.9
22	CC1CCCN(C(=O)C2CCN(CCCc3ccccc3)CC2)C1 (stereo not drawn)	4.1	-0.6	11.7	18.3&-23.1	0.8	0.1	11.1	-16.9	35.7
23	CCn1c(=O)c([N+](=O)[O-])c(N2CCOCC2)c2ccccc21	6.2	0.5	-16.1	5.9	1.1	-2.8	0.0	-11.4	-6.2
24	Cc1[nH]n(-c2ccccc2)c(=O)c1/C=N/N(c1ccccc1)c1ccccc1	-3.1	-1.0	5.3	37.4	-0.3	0.2	-1.8	-16.2	-33.9
25	NC(=O)c1ccsc1NC(=O)COC(=O)COc1ccccc1F	3.1	3.5	1.6	1.5	1.5	1.1	-1.4	-6.8	-14.6
26	C=CCN1C(=O)C(O)(CC(=O)c2ccc(-n3cccc3)cc2)c2ccccc21 (stereo not drawn)	2.4	3.0	-17.9	-12.1	0.0	2.3	-10.5	-14.5	61.3
27	Cc1ccsc1/C=N/NC(=O)C1CC(=O)N(c2ccc(F)cc2)C1 (stereo not drawn)	·	-0.5	7.1	-19.4	0.9	-0.7	-9.5	9.8	0.0
28	COC(=O)C(C)Sc1nnc(Cc2cc(=O)[nH]c(=O)[nH]2)n1-c1ccc(OC)cc1 (stereo not drawn)	-0.4	1.6	-10.7	6.8	0.5	-2.1	-7.7	-0.6	40.2
29	N#Cc1ccccc1/C=N/Nc1nc(-c2ccccc2)c2cc(Br)ccc2n1	-2.9	1.5	14.3	18.2	-0.5	0.1	2.4	6.3	52.0
30	O=C1CCCC(O)=C1N=Nc1c(Cl)cc(C(F)(F)F)cc1Cl	·	0.4	14.4	27.6	0.0	0.2	17.3	-7.2	5.8
31	O=C(NCc1ccco1)c1ccc(S(=O)(=O)N2CCCc3ccccc32)cc1	-5.8	-1.0	2.9	-44.3	0.1	1.0	2.9	-15.4	-12.8
32	CCOC(=O)c1c(C)[nH]c(C(=O)COC(=O)c2ccc(F)c(S(=O)(=O)N3CCOCC3)c2)c1C	-2.5	0.6	-7.8	-11.8	-0.3	-0.8	-18.1	-8.5	51.4
33	CCN1CCN(c2ncc(C(=O)Nc3cc(Cl)c(OC)cc3OC)c3ccccc23)CC1	4.7	1.3	-10.2	-38.1	0.2	0.6	3.4	-15.9	-13.8
34	COc1cc(C(=O)CCN2CCC(c3ccccc3)C2)cc(OC)c1OC (stereo not drawn)	-4.2	-0.8	4.3	-31.1	1.1	1.7	-4.7	4.0	-4.8
35	Cc1ccc([N+](=O)[O-])cc1NC(=O)Nc1cccc(F)c1	·	23.9*	33.1	-33.4	10.7	0.3	18.7	-0.7	56.7
36	Cc1ccc(C)c(CSc2nnc(-c3cccs3)n2Cc2ccco2)c1	52.6*	-2.4	2.5	40.4	-1.4	0.1	-4.0	-9.2	4.4
37	COCCNC(=O)c1ccccc1NC(=O)c1ccccc1SC	4.8	0.3	-1.2	6.3	0.4	0.1	5.0	-16.3	24.6
38	Cn1cccc1CC(=O)N/N=C\c1c2ccccc2cc2ccccc12	3.4	-0.8	-4.3	-10.4	-0.7	-0.8	-7.1	-6.5	21.3
39	CC(C)(C)S(=O)(=O)c1cnc(-c2ccccn2)nc1N	·	0.4	14.8	11.8	1.3	-0.6	-9.4	0.9	-14.7
40	CC(C)(C)Nc1nc2ccc([N+](=O)[O-])cc2o1	·	0.1	23.7	-25.6	0.6	1.4	12.6	-8.8	6.7
41	O=C(NCc1ccccc1)OCCN1CCN(Cc2ccccc2)CCC1=O	1.7	0.5	-22.4	-4.5	0.3	-0.3	7.5	1.0	-0.5
42	CCOC(=O)c1nc(C)nc(Sc2n[nH]c(-c3cc(C(F)(F)F)cc(C(F)(F)F)c3)n2)c1C	·	2.2	-35.0	-22.1	0.8	0.1	-12.2	5.8	71.9*
43	COc1ccccc1NC(=O)N(Cc1ccccc1)c1ccccn1	8.2	-1.8	-26.9	60.7*	-0.8	2.3	-24.8	-9.2	61.8
44	O=C(CCN1CCOCC1)NCC1COc2ccccc2O1 (stereo not drawn)	-0.9	2.9	-14.8	12.0	0.5	-4.8	-2.1	-5.9	21.4
45	S=C(Nc1ccc(Oc2ccc(NC(=S)NC3CCCCC3)cc2)cc1)NC1CCCCC1	-4.2	2.2	20.9	11.9	1.2	0.9	10.8	5.3	33.9
46	CC(C)(C)NC(=O)NCc1cccnc1	·	1.1	8.9	2.7	1.0	-0.5	-3.7	7.9	7.9
47	O=C(NCCOc1ccccc1)C(c1ccccc1)c1ccccc1	3.3	-2.4	4.9	11.2	-0.7	0.8	-8.0	9.8	8.0
48	Cn1c(=N)n(CC(=O)O)c2ccccc21	-0.9	1.3	-4.5	10.7	-0.2	-1.1	-10.2	21.6	1.5
49	C/C(=N\NS(=O)(=O)c1ccccc1)c1cccc(NC(=O)c2cccc(Cl)c2)c1	3.8	-1.4	-5.0	5.6	-0.2	1.8	-5.2	-0.4	37.2
50	Cc1ccc(C)c(C(=O)CCC(=O)O)c1	·	1.1	-23.7	10.7	0.9	-0.2	-7.0	2.1	8.2
51	O=C(COC(=O)c1ccccc1N1C(=O)C2C3CCC(C3)C2C1=O)c1ccccc1 (stereo not drawn)	6.5	-0.7	5.1	0.9	-0.6	1.1	-0.1	-15.6	18.8
52	CC(OC(=O)CCCSc1nc2ccccc2s1)C(=O)NC(N)=O (stereo not drawn)	8.9	-0.1	-25.6	-40.0	0.6	-2.9	-11.8	-9.3	33.1
53	O=S(=O)(O)c1nc2ccccc2n1Cc1cccc2ccccc12	·	0.0	-3.3	18.5	0.0	-1.3	-9.8	0.2	-13.4
54	CNC(CC(=O)c1ccc([N+](=O)[O-])cc1)C(Cl)(Cl)Cl (stereo not drawn)	4.6	0.8	19.5	-55.0	0.4	-0.3	6.5	-3.8	109.6*
55	COc1cccc(C(=O)NC(=S)Nc2ccc(N(C)C)cc2)c1	0.5	0.6	-31.7	-12.2	0.8	2.2	-4.5	-14.5	-2.1
56	CCc1cccc(OCC(=O)Nc2ccc(S(=O)(=O)Nc3onc(C)c3C)cc2)c1	0.5	0.0	9.4	4.8	-0.2	-0.1	7.2	-20.9	32.5
57	COc1ccc(-n2nc([N+](=O)[O-])c(=NCCC3=CCCCC3)n2O)cc1	1.7	-0.6	-19.4	39.2	0.0	1.7	4.5	9.9	21.3
58	O=S(c1ccc2ccccc2c1)c1cnns1 (stereo not drawn)	-6.8	0.4	-3.5	30.9	0.3	-0.9	-7.8	11.2	105.5*
59	COc1ccc(CNc2oc(COc3ccccc3)nc2C#N)cc1	2.6	-2.7	14.9	-47.2	-1.6	1.0	-2.3	-1.1	-14.3

Source: PubChem (several laboratories)
